Screening results deposited in PubChem by several laboratories.
RGS7-Gao reg – modulates binding of RGS7 to human Galphao | P09471 | Multiplexed bead flow cytometry; actives lie on both sides | binding response (% of control), % at 10 µM | 220,000 tested, 0.35% active | AID 1439; in the data active means binding response below about 49% or above about 150%; inconclusive means no clear call, values can overlap the other calls; inactive means in between;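 further: fluorescent Galphao held in activated GDP-AlF4 state binding bead-coupled RGS7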
Target sequence (P09471 whole entry, looked up): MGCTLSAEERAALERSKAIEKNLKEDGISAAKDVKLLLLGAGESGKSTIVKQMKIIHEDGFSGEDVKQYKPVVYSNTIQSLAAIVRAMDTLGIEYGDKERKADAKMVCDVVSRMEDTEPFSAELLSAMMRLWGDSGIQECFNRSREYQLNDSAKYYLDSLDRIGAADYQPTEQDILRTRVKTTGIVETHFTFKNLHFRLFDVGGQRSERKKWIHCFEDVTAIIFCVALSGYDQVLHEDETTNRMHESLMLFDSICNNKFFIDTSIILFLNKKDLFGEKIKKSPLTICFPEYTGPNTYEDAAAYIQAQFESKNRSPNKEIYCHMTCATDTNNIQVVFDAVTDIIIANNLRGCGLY
Mcl1-Bid inh – Mcl-1/Bid interaction inhibition; Q07820; 220,000 tested, 0.97% active; TR-FRET Mcl-1/Bid-Dy647 peptide binding, 1536-well; AID 1021; inhibition, % at 21.7 µM;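 active means compounds that cut the binding signal by more than half at the single screening dose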;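 further: His-tagged Mcl-1 with europium anti-His antibody binding Bid BH3 peptide; 0% = Mcl-1 plus peptide wells and 100% = peptide-only wells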
Pf gamet viab – kills late stage P. falciparum gametocytes; inhibition, % at 10.9 µM; P. falciparum stage V gametocytes, ATP luminescence, 24 h; 150,000 tested, 0.065% active; AID 743093;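 active means inhibition above the mean plus 3 SD of compounds within the control limits, set per campaign, cut at about 38% in these data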;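 further: 0% = DMSO wells and 100% = medium only without gametocytes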
RGS4-Gao reg – human RGS4-Galphao interaction regulation; P09471; Multiplexed bead flow cytometry, RGS4-Galphao binding; actives lie on both sides; binding response (% of control), % at 10 µM; 220,000 tested, 0.33% active; AID 1415; in the data active means binding response below about 49% or above about 150%; inactive means in between;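 further: fluorescent Galphao activated with aluminum fluoride binding bead-coupled RGS4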
Mcl-1 Bim block – disrupts Bim peptide binding to human Mcl-1. inhibition, % at 10 µM. 190,000 tested, 0.1% active. Bead-based flow cytometry, Bim peptide-Mcl-1 binding; in the data active means inhibition above about 40%;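 further: 0% = no compound tracer wells and 100% = peptide blocker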
ABCG2 block – blocks JC-1 efflux by human ABCG2 transporter; Q9UNQ0; IgMXP3 cells, flow cytometry; inhibition, % at 6.6 µM; 190,000 tested, 0.1% active; AID 1325;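 active means inhibition above 80%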;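 further: 0% = DMSO and 100% = nicardipine control wells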
Target sequence (Q9UNQ0 whole entry, looked up): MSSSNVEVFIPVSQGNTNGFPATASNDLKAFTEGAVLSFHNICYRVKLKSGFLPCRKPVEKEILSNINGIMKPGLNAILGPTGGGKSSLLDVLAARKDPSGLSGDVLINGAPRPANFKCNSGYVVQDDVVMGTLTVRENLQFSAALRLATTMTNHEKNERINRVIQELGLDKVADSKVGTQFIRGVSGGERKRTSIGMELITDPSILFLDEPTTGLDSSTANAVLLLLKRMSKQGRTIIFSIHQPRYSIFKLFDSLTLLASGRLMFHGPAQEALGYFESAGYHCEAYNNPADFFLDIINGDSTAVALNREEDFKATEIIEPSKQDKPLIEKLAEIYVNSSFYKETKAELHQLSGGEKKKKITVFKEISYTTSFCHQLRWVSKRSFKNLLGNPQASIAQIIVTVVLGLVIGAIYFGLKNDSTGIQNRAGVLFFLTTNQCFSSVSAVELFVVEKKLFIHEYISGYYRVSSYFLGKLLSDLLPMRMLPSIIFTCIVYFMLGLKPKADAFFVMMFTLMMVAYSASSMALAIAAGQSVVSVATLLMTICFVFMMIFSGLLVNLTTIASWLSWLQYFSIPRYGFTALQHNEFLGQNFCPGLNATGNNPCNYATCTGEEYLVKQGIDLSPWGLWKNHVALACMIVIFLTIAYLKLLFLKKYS
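Measure – % inhibition of efflux relative to nicardipine and DMSO · Test system – ABCG2 IgMXP3 and barcoded ABCB1 CCRF-Adr cell mix · Control set – nicardipine as high control, DMSO as low control · Compound – one concentration, 6.6 µM final · Signal – flow cytometry of retained JC-1 fluorescence · Timing – 10 min exposure at 25 °C with rotation, no wash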
RGS8-Gao – human RGS8-Galphao interaction regulation; P09471; multiplexed bead flow cytometry, RGS8-Galphao binding; actives lie on both sides; response (percent of control binding), % at 10 µM; 220,000 tested, 0.34% active; AID 1423; in the data active means response below about 60% or above about 140%; inactive means in between;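 further: Galphao activated as the GDP aluminium fluoride complex binding bead-coupled RGS8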
ABCB1 block – blocks JC-1 efflux by human ABCB1 transporter | CCRF-Adr cells, flow cytometry | inhibition, % at 6.6 µM | AID 1326 | 190,000 tested, 0.067% active | P08183; in the data active means inhibition above about 40%;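 further: 0% = vehicle and 100% = reference inhibitor; higher value means more JC-1 retained so stronger ABCB1 efflux block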
Avidin bead fluor – avidin bead compound fluorescence profile; Avidin beads, compound fluorescence 488/530 nm, flow cytometry; hits give high values; fluorescence (KMESF) at 10 µM; 220,000 tested, 0.38% active; AID 1775; in the data active means fluorescence above about 47; further: inactives centre near 10
GSH fluor – GSH bead compound fluorescence profile; 190,000 tested, 0.25% active; GSH beads flow cytometry, compound fluorescence 488/530 nm; hits give high values; AID 1776; fluorescence (KMESF) at 10 µM; in the data active means fluorescence above about 89;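 further: glutathione beads carrying GST-tagged Bcl family fusion proteins plus one bare bead set; values are compound well signal with DMSO vehicle wells as background; inactives centre near 16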
Mcl1-Noxa inh – disrupts binding of human Mcl-1 to Noxa peptide | TR-FRET Mcl-1/Noxa peptide binding, 2 h | inhibition, % at 21.7 µM | 220,000 tested, 1.5% active | AID 1022;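 active means compounds that cut the protein-peptide binding signal by more than 50% relative to plate controls in a single-dose test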;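 further: His-tagged Mcl-1 with rhodamine Noxa BH3 peptide and terbium anti-His antibody; 0% = Mcl-1 plus Noxa peptide wells and 100% = peptide-only wells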
* = called active by the depositor; ? = inconclusive; · = not tested or not shown. Rows were taken by chance; any-hit rate near 3.3%.

SMILES	RGS7-Gao reg	Mcl1-Bid inh	Pf gamet viab	RGS4-Gao reg	Mcl-1 Bim block	ABCG2 block	RGS8-Gao	ABCB1 block	Avidin bead fluor	GSH fluor	Mcl1-Noxa inh
O=S(=O)(NC1CCCC1)c1ccc(S(=O)(=O)N2CCCN(Cc3ccccc3)C2)cc1	92	-30	·	100	3	1	96	0.7	11	49	2
Oc1c(Br)cc(Br)cc1C=NCc1ccccc1	94	-20	-13	90	-5	1	93	-0.2	9	27	14
O=C(CSc1nc2[nH]ncc2c(=O)[nH]1)N1CCCC1	100	-62	-10	98	0	1	101	0.1	20	14	12
COc1cc(C(=O)NC(=S)Nc2ccccc2[N+](=O)[O-])cc(OC)c1OC	106	-40	-25	103	-3	45	104	1.8	10	8	22
Cc1ccc(C(=O)c2c(C)oc3c2C(=O)C(=O)c2ccccc2-3)cc1	83	-24	·	77	0	2	82	1.0	23	7	-15
COc1ccc(N/C=C/C(=O)c2ccc(Cl)cc2)cc1	125	-29	·	128	0	0	60*	-0.3	11	10	-10
CCCCn1c(SCc2cc(=O)[nH]c3ccccc23)nc2c1c(=O)n(C)c(=O)n2C	101	-5	·	99	-4	9	101	2.7	7	68	-6
COC(=O)C1=C(C)N(Cc2ccc(C)cc2)C(=O)/C1=C\c1ccc(O)c(OC)c1	100	-16	5	102	1	2	101	0.3	14	22	31
CN(C1CCCCC1)S(=O)(=O)c1cccc(C#N)c1	101	-4	3	96	-4	20	98	0.9	9	12	8
CC(=O)Nc1ccc(Nc2ncnc3c2cnn3-c2ccccc2)cc1	100	-4	·	100	-3	0	100	0.1	35	16	-3
CCOc1ccc(C(C)NC(=S)NCc2ccc(Cl)cc2)cc1 (stereo not given)	106	-35	-25	100	3	11	99	0.7	11	11	15
Cc1cc(C(F)(F)F)n2nc(-c3cnn(C)c3C(F)(F)F)cc2n1	92	-2	1	92	-3	10	98	0.6	15	16	5
Cc1ccc(C(=O)Oc2ccc(N3C(=O)CCC3=O)c(C)c2)cc1	?	-28	-21	100	1	5	103	0.1	8	15	13
O=C(NC1CC1)C1=C[C@@H](c2ccccc2)C[C@@H](OCCCCO)O1	90	-7	·	91	-2	3	93	0.4	5	18	-11
CSc1nsc(SCC(=O)Nc2ccc(C(C)=O)cc2)n1	106	-4	·	102	0	2	101	0.1	4	15	-14
CN(C)C/C=C/C(O)(c1ccccc1)c1ccccc1	?	-9	3	98	·	·	95	·	11	·	-7
CC(C)C(=O)NC(Nc1ccc(S(N)(=O)=O)cc1)C(Cl)(Cl)Cl (stereo not given)	103	5	-13	109	-2	18	100	17	1	8	14
COC(=O)c1cc2n(n1)CCN(Cc1cccc(OC)c1)C2=O	101	-1	6	102	-1	5	98	0.6	9	16	8
COc1ccc(N(CC(=O)NC2CCCCC2)C(=O)CNC(=O)c2ccco2)cc1OC	101	-5	·	96	-5	7	83	0.1	4	14	27
COc1ccc(S(=O)(=O)CCC(=O)O)cc1	94	-12	-3	100	-3	2	98	0.8	9	24	11
CCN(CC)C(=O)CCSc1nnc(-c2ccco2)o1	104	0	·	105	-1	3	104	0.7	26	57	9
Nc1nc(Br)c2c(F)cccc2c1-c1ccc(Cl)cc1	93	-40	·	95	1	0	97	-0.1	11	38	19
C=C(C)c1nc(N)nc(N)n1	100	-36	-11	103	-1	22	101	1.4	29	22	5
COc1ccccc1-n1cnc2cc(NCc3ccccc3O)ccc21	?	-176	9	100	·	·	100	·	6	·	-66
COc1cc(S(=O)(=O)N2CCN(c3ccccc3F)CC2)ccc1Cl	98	-11	0	101	-1	2	96	0.8	10	31	7
Cc1cc(N(C)/N=C/c2ccccc2O)nc(-c2ccccc2O)n1	105	-7	·	106	0	-1	105	-0.1	21	12	9
COc1ccccc1NC(=O)CN1CCN(CC(=O)Nc2ccc3c(c2)OCCO3)CC1	97	-11	6	95	-4	32	97	1.0	13	36	5
COC(=O)CCn1nnc(-c2cccs2)n1	101	-23	-5	105	3	2	102	0.3	14	62	10
C=CCN(CC=C)C(=S)NCCc1ccc(OC)c(OC)c1	109	-62	-37	103	-1	7	106	0.1	8	12	20
CC1CN(C)C(C)c2c1oc1ccc(N)cc21 (stereo not given)	113	-23	-16	113	-8	-3	113	-1.1	13	9	19

Single values from above:
In Mcl1-Bid inh, C=C(C)c1nc(N)nc(N)n1 has -36
In Mcl1-Bid inh, CN(C)C/C=C/C(O)(c1ccccc1)c1ccccc1 has -9
In Mcl1-Noxa inh, COc1ccccc1NC(=O)CN1CCN(CC(=O)Nc2ccc3c(c2)OCCO3)CC1 has 5
In RGS7-Gao reg, C=CCN(CC=C)C(=S)NCCc1ccc(OC)c(OC)c1 has 109

Going on with the list:
SMILES	RGS7-Gao reg	Mcl1-Bid inh	Pf gamet viab	RGS4-Gao reg	Mcl-1 Bim block	ABCG2 block	RGS8-Gao	ABCB1 block	Avidin bead fluor	GSH fluor	Mcl1-Noxa inh
Cc1cc(C)cc(N(C(=O)c2csnn2)C(C(=O)NC(C)(C)C)c2ccccn2)c1 (stereo not given)	100	-25	7	101	2	1	100	0.3	10	15	-1
O=C(Nc1ccc(F)cc1F)c1cc2ncc(CCCl)cn2n1	126	-4	8	130	-4	16	115	0.7	1	13	3
O=C(CSc1nnc(CCCO)n1-c1ccccc1)NCCc1ccccc1	16*	-12	·	22*	-3	-3	8.7*	-0.8	-1	28	1
COC(=O)/C(=N/Nc1ccc(C)cc1)N1CCCc2ccccc21	100	-95	-3	99	-3	1	102	0.5	14	16	-2
CNc1nnc(C(F)(F)F)s1	?	-5	-11	101	·	·	100	·	8	·	-3
Cc1ccc(-c2cc(C(=O)N3N=C(C(F)F)CC3(O)C(F)F)c3ccccc3n2)cc1C (stereo not given)	109	2	-6	112	1	7	105	1.2	8	48	10
COc1cc(C)c(/C=C(\C#N)C(=O)Nc2ccc(C)cc2)cc1C(C)C	99	6	0	97	-5	37	100	0.9	10	12	3
O=C(CSc1nnnn1-c1cccc2c1CCCC2)N1CCCCC1	105	-9	28	105	-7	2	96	1.5	16	22	-61
O=C(c1ccco1)N1CCN(C(=O)c2cc(-c3ccccc3)nc3ccccc23)CC1	97	-3	-15	103	-2	2	98	0.8	37	12	8
COc1ccccc1/C=N/NC(=O)C(=O)NCc1cccnc1	109	-35	-6	107	-2	2	108	0.7	12	14	5
COc1ccccc1NC(=O)CN1C(=O)C(C)SC(C)C1=O (stereo not given)	102	-11	-9	103	-2	12	104	0.7	15	15	33
COc1ccc(C(=O)/C=C/c2ccc(O)cc2)cc1	87	-9	·	85	-1	10	94	0.2	5	24	8
Cc1cc(C)c(S(=O)(=O)N(C)CC(=O)N2CCCCC2)c(C)c1	97	-18	-3	100	-1	10	100	0.9	6	13	-15
CCOC(=O)c1c(C)[nH]c(-c2csc(N)n2)c1C	102	-16	2	100	-1	1	103	1.0	25	11	42
CC(=O)N1C(=O)N(C)C2C1N(C(C)=O)C(=O)N2C (stereo not given)	101	-2	·	100	-3	28	102	0.4	28	22	5

Reprinted at random: two entries already listed, in no set order.
SMILES	RGS7-Gao reg	Mcl1-Bid inh	Pf gamet viab	RGS4-Gao reg	Mcl-1 Bim block	ABCG2 block	RGS8-Gao	ABCB1 block	Avidin bead fluor	GSH fluor	Mcl1-Noxa inh
CC(=O)N1C(=O)N(C)C2C1N(C(C)=O)C(=O)N2C (stereo not given)	101	-2	·	100	-3	28	102	0.4	28	22	5
O=C(Nc1ccc(F)cc1F)c1cc2ncc(CCCl)cn2n1	126	-4	8	130	-4	16	115	0.7	1	13	3

Continuation.
SMILES	RGS7-Gao reg	Mcl1-Bid inh	Pf gamet viab	RGS4-Gao reg	Mcl-1 Bim block	ABCG2 block	RGS8-Gao	ABCB1 block	Avidin bead fluor	GSH fluor	Mcl1-Noxa inh
CC(=O)Nc1ccc(S(=O)(=O)N(CCO)Cc2ccccc2)cc1	101	1	·	98	-1	·	99	-0.8	9	32	0
O=C(Cn1cnc2c(nnn2Cc2ccccc2)c1=O)N1CCN(c2ccccc2)CC1	99	-29	·	99	0	0	100	0.1	8	22	-4
COc1ccccc1NC(=S)Nc1ccccn1	99	-33	·	104	-9	2	101	-0.5	10	11	-4
C#CCOCCOCCOCCNc1nc(N2CCN(C(=O)[C@H](CCCCN)n3cc([C@@H](N)C(C)CC)nn3)CC2)nc(N2CCN(C(=O)[C@H](CCCCN)n3cc([C@@H](N)CO)nn3)CC2)n1 (stereo not given in full)	85	88*	·	88	0	1	96	0.2	5	18	35
C=CCNc1ncnc2c1[nH]c1ccccc12	98	-12	·	101	2	3	101	0.1	8	4	23
COc1ccccc1N(CN1CCCC1=O)C(=O)c1c(F)cccc1F	94	-1	14	95	-6	2	96	1.1	13	24	-13
CC(C)=CC(=O)Nc1c(C)cc(C)cc1Cl	101	-11	-16	103	-3	14	100	1.2	10	12	18
O=C(CCC(=O)NNc1nc2ccccc2c2nc(-c3ccccc3)nn12)NCCCN1CCOCC1	105	-9	-5	106	-8	2	104	0.3	13	8	20
O=C(O)C1=C[C@@H](c2ccc(F)cc2)C[C@@H](OCCCCO)O1	?	-33	·	100	·	·	101	·	13	·	3
CCn1c(C)cc(/C=C2\NC(=O)N(Cc3ccccc3)C2=O)c1C	97	-17	·	96	-1	3	100	0.1	23	23	-8
COC(C[C@@H]1O[C@@H]1C(=O)COCc1ccccc1)OC	?	5	·	99	·	·	100	·	11	·	2
O=C(/C=C/c1ccccc1)C1=C(O)C(=O)N(CCO)C1c1ccc2c(c1)OCO2 (stereo not given)	104	-13	·	102	0	0	102	0.3	9	11	-12
CCCCC/C(=N\NC(=O)CCC(=O)NCc1ccccc1)c1ccccc1	99	6	5	100	-4	12	100	1.3	9	10	2
Cc1ccn2c(C(=O)NN=C3CCN(C)CC3)c(C)nc2c1	107	-22	9	104	-1	1	102	0.2	9	13	11
CCn1c(SCC(=O)Nc2ccc3c(c2)OCCO3)nnc1-c1cccs1	102	-13	·	106	4	1	103	0.4	6	18	7
c1ccc(C2CC3CC(c4ccccc4)N2O3)cc1 (stereo not given)	97	-6	·	99	-9	0	103	0.2	7	33	2
Cn1c(=O)c2c(nc(CN3CCc4ccccc4C3)n2CCCO)n(C)c1=O	109	-6	4	106	0	3	106	0.3	13	11	-14
CN(C)c1ccc(C(C#N)c2ccc(Cl)cc2)nn1 (stereo not given)	91	3	·	92	10	3	94	0.5	12	14	16
C(=N\N1CCOCC1)/c1nc(-c2ccccc2)n2ccccc12	98	-47	-6	98	0	3	98	0.4	10	27	12
Nc1nc2n(n1)C(=O)CC(c1ccccc1[N+](=O)[O-])N2 (stereo not given)	98	-17	1	98	-25	-1	97	-0.4	25	9	0
O=C(CSc1ccc2nnc(-c3cccnc3)n2n1)NCC1CCCO1 (stereo not given)	101	-15	·	98	-3	1	97	0.0	27	17	-9
Cc1nc(Nc2ccc(S(=O)(=O)N3CCCC3)cc2)c2nnn(Cc3ccccc3)c2n1	107	-12	9	105	-3	9	101	1.2	19	16	2
CCOc1ccccc1CN1CCN(C2CCOCC2)CC1CCO (stereo not given)	101	-29	-15	106	0	-1	106	0.0	11	14	7
Cc1nnc(NCCN2CCOCC2)[nH]c1=O	103	0	·	101	0	2	103	0.5	39	13	19
